# HIF activator: HIF pathway transcriptional activation; U2OS HRE-luciferase reporter, luminescence; normalized: DMSO 0%, desferrioxamine 100%; 0.32% of 300,000 active; activation, % at 7.5 µM (by protocol);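 active means mean activation of at least 10% of the iron chelator positive control signal, with at least half of replicates also reaching 10%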
# KLF5 inhibitor: inhibitors of KLF5 expression | AID 1700 | 0.23% of 290,000 active | inhibition, % at 5 µM | DLD-1 KLF5 promoter-luciferase reporter, luminescence;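 active means inhibition above a per-plate limit of that plate's mean compound inhibition plus 3 SD, cut at about 60% in these data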;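 further: 0% = DMSO wells and 100% = LY294002 at 200 µM; higher means less KLF5 promoter-driven luciferase light; inactives centre near -14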
# aSyn UTR inh: MLPCN primary screen, SNCA 5' untranslated region | alpha-synuclein 5'UTR reporter, inhibitor activity | inhibition, % (tested at 7.5 µM) | 0.82% of 300,000 active; in the data active means inhibition above about 60%;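 further: H4 neuroglioblastoma cells stably carrying SNCA 5'UTR luciferase fusion; 0% = DMSO wells and 100% = positive control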
# IEC-6 cytotox: counter-screen for KLF5 inhibitors: cytotoxicity in IEC-6 cells; IEC-6 cytotoxicity, luminescence viability; inhibition, % at 5 µM; 0.78% of 290,000 active; AID 1825; in the data active means inhibition above about 22%;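 further: 0% = plate median of test compound wells and 100% = cytotoxic reference compound wells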
# GSK3 alpha inh: human GSK-3 alpha kinase inhibition | inhibition, % at 10 µM | ADP-Glo luminescence, 60 min | 0.1% of 320,000 active | AID 2650 | P49840;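 in the data active means inhibition above about 50%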;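 further: GST-tagged GSK-3 alpha with peptide substrate and 25 µM ATP; 0% = DMSO neutral wells and 100% = GW8510 positive control wells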
# Target sequence (P49840 whole entry, looked up): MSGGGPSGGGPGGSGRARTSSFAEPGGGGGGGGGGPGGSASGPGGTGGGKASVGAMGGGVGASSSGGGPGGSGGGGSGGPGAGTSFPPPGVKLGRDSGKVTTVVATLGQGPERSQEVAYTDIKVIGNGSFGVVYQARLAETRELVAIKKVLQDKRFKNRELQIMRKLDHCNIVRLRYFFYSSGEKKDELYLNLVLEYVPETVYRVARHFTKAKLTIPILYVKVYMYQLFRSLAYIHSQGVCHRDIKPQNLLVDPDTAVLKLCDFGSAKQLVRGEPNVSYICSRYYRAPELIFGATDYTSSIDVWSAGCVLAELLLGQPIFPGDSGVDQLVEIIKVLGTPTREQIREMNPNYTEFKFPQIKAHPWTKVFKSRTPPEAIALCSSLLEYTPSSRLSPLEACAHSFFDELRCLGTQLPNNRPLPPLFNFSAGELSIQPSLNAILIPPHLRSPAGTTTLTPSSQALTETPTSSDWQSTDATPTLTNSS
# AI-2 QS modul: modulates the Vibrio harveyi AI-2 quorum sensing system | activity change, % at 7.5 µM | 0.4% of 300,000 active | Vibrio harveyi JMH597 AI-2 luminescence/OD600 ratio, 9 h; active compounds read low; strain lacks LuxN and CqsS sensors; 0 = neutral-control median; in the data active means activity change below about -75%, passing the limit was not always enough;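 further: luminescence divided by OD600 gain over 9 h not by final OD600 alone; inactives centre near 13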
# HSF1 inh: HSF1 inhibition; 0.77% of 300,000 active; activity change, negative = inhibition, % at 7.5 µM (by protocol); NIH3T3-HGL HSE-luciferase, MG132-induced, luminescence 8 h; active compounds read low;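 active means more than half of replicate wells show activity change below -50%, luminescence cut by over half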;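 further: luciferase reports HSF-1 transcriptional activity via heat shock element; 0% = median of DMSO wells and -100% = zero luminescence signal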
# GSK3B inh: human GSK3beta kinase inhibition; P49841; GST-GSK3beta kinase, ADP-Glo luminescence, 60 min; active compounds read low; activity score (negative = inhibition), % at 10 µM; 0.038% of 300,000 active;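 active means more than half of replicate wells score below -50%, meaning over 50% inhibition versus plate controls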;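 further: 0% = median DMSO wells and -100% = median GW8510 positive control wells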
# Target sequence (P49841 whole entry, looked up): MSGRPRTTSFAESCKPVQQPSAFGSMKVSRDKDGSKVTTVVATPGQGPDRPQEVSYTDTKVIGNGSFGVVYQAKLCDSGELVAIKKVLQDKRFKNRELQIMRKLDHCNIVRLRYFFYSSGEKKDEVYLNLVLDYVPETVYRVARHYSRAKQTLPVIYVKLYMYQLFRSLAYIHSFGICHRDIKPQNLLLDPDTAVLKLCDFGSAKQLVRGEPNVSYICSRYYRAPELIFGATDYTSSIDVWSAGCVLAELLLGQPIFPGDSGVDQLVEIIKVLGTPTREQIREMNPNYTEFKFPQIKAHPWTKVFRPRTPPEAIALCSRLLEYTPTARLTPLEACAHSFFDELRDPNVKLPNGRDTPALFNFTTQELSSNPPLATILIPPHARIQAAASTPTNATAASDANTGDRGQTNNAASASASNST
#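 Assay system: GST-fused GSK3beta enzyme, cell-free / Medium: Tris pH 7.5 buffer with MgCl2, DTT, BSA, heparin / Also added: peptide substrate plus 25 µM ATP (final) / Compound: 10 µM single point / Timing: kinase reaction with compound 60 min at room temperature / Detection: ADP-Glo luminescence / Benchmarks: DMSO neutral wells and GW8510 at 20 µM as positive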
# HSF-1 act: increases HSF-1 driven luciferase reporter signal; AID 504408; NIH3T3-HGL HSF-1 luciferase reporter, MG132, 8 h; 100% = twice DMSO control signal; activation, % at 9 µM; 1.7% of 300,000 active;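 active means mean replicate activation of at least 50% with a set share of replicates each reaching 50%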;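 further: 0% = median of the neutral control wells and 100% = twice that signal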
# HSP90 inh: HSP90 refolding inhibition in rabbit reticulocyte lysate; AID 1789; luciferase refolding luminescence, 3 h; inhibition, % at 5.6 µM; 0.91% of 290,000 active;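 active means inhibition above the screen-wide mean plus 3 SD, computed separately per campaign, cut at about 16% in these data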;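 further: 0% = DMSO wells and 100% = 60 µM geldanamycin wells; inhibitors lower the luminescence because luciferase stays unfolded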
# Numbers without * were called inactive; · = no result given.
entry	smiles	HIF activator	KLF5 inhibitor	aSyn UTR inh	IEC-6 cytotox	GSK3 alpha inh	AI-2 QS modul	HSF1 inh	GSK3B inh	HSF-1 act	HSP90 inh
1	COc1ccccc1OCCn1cc(C=O)c2ccccc21	-0.8	-64	6	-8	0	15	5	-6	6	0
2	Cc1csc2nc(CSc3nc4ccccc4o3)cn12	·	-86	·	-2	-1	·	·	·	·	1
3	O=C(Nc1ccc(-n2ccnc2P(=O)(O)c2ccccc2)cc1)c1ccccc1Br	0.4	2	-15	0	-2	41	-9	3	-27	4
4	Cc1nn(-c2cc(N3CCNCC3)ccc2[N+](=O)[O-])c(=O)c2ccccc12	1.0	-13	10	3	1	12	-1	0	-3	2
5	CCOc1ccccc1N1CCN(S(=O)(=O)c2ccc3c4c(cccc24)C(=O)N3)CC1	-0.7	-10	6	-4	0	16	5	1	24	-2
6	CCOC(=O)c1ccc(NC(=O)C2CC2)cc1	1.3	-51	-30	2	1	31	4	0	-8	1
7	Cn1c(=O)c2c(nc(SCC(=O)NCc3ccc4c(c3)OCO4)n2Cc2ccc(Cl)cc2)n(C)c1=O	-0.6	-11	16	-2	-2	51	-1	1	-4	3
8	C=CCNC(=O)C1CCN(c2ccc(S(=O)(=O)N3CCOCC3)cc2Cl)CC1	0.1	-15	16	-6	-1	3	-12	-1	-10	0
9	CCOc1ccc(C(F)(F)F)cc1NC(=O)c1ccc(OC)c([N+](=O)[O-])c1	-0.2	7	23	-4	-1	14	-3	0	-17	-2
10	COc1ccc(OC)c(C(=O)COC(=O)CN2C(=O)NC3(CCCCC3C)C2=O)c1 (stereo not drawn)	-0.7	·	-1	·	0	21	-3	2	-2	·
11	CCOC(=O)c1ccccc1N/C=C/C(=O)c1cccs1	·	-72	-33	2	1	40	6	1	37	2
12	COC(=O)c1ccccc1NC(=O)CSc1nnnn1C1CCCCC1	-0.3	-23	10	-4	2	4	-24	4	-11	2
13	Cc1cccc(NC(=O)CCN2C(=O)c3cccc([N+](=O)[O-])c3C2=O)c1	1.8	-38	1	-4	1	16	0	3	15	0
14	O=c1c2ccccc2nnn1Cc1nnc(-c2ccccc2Br)o1	2.9	-16	-26	-4	-3	-47	20	1	26	2
15	COc1cccc(N2CCN(C(=O)c3ccc(CS(=O)c4ccccc4C)o3)CC2)c1 (stereo not drawn)	-1.0	68*	108*	78*	0	7	20	1	38	1
16	COc1ccc(CCNC(=O)c2ccn[nH]2)cc1OC	0.1	-51	-2	1	8	0	-8	1	-9	-1
17	CCCNc1nc(N2CCOCC2)nc(N2CCOCC2)n1	-0.3	-8	-41	-6	0	24	-4	2	4	0
18	OCCN1CCN(CC(O)COc2ccc3c(c2)OCO3)CC1 (stereo not drawn)	-0.1	-27	-8	-4	-2	27	-7	0	3	-1
19	COc1ccc(-c2cc(C(=O)O)nc3ccc4ccccc4c23)cc1OC	1.9	-22	-43	4	-3	14	-1	-3	2	-1
20	O=C(NCCN1CCOCC1)Nc1ccc(Cl)cc1	0.6	-23	8	-2	-1	5	-1	2	9	-5
21	O=C1N(Cc2cccnc2)C[C@@H]2C[C@@H](c3cccc(OCc4ccccc4)c3)N3CCC[C@@]123	-0.5	-14	-7	2	2	14	14	3	10	-3
22	Cc1ccc(OCCn2c(=O)cnc3ccccc32)cc1	1.1	-15	-25	12	-1	14	6	-7	-16	4
23	CC(OC(=O)CN1C(=O)COc2ccccc21)C(=O)NCc1ccc(F)cc1 (stereo not drawn)	-0.9	-14	-7	-2	6	8	5	0	7	0
24	Cc1cc(C)c(NC(=S)NC(=O)c2c(Cl)c(C)nn2C)c([N+](=O)[O-])c1	0.1	10	-24	-7	-2	4	-5	3	-14	-1
25	COC(=O)N/N=C(\C)c1cccc(C(F)(F)F)c1	0.3	-21	-13	0	0	10	-3	-3	-8	0
26	CCS(=O)(=O)N1CCc2cc(OC)c(OC)cc2C1	0.0	0	-3	2	-2	6	-11	1	-28	2
27	CCN(CC)CC(O)Cn1c(-c2ccccc2Cl)nc2ccccc21 (stereo not drawn)	0.0	-3	-4	0	-4	8	-2	-4	-1	-2
28	Nc1nnc2c(n1)CCCC2	-0.1	-14	-11	-5	1	11	0	2	12	2
29	CN1CCN(C(=O)CN(C)S(=O)(=O)c2ccc(F)cc2)CC1	1.4	-12	-19	1	1	-2	-7	-1	1	0
30	O=C(O)CN1C(=O)C(=O)N(Cc2c(F)cccc2Cl)C1=O	-18	-19	0	4	-3	20	1	1	0	2

entry	smiles	HIF activator	KLF5 inhibitor	aSyn UTR inh	IEC-6 cytotox	GSK3 alpha inh	AI-2 QS modul	HSF1 inh	GSK3B inh	HSF-1 act	HSP90 inh
31	COc1ccc(C2=NO[C@@H]3C(=O)N(Cc4ccccc4)C(=O)[C@H]23)c(OC)c1	-0.2	2	-2	-1	-1	-9	5	-4	18	2
32	CC(C)Oc1ccc(/C(O)=C2/C(=O)C(=O)N(CCN3CCNCC3)C2c2cccc([N+](=O)[O-])c2)cc1 (stereo not drawn)	1.1	-28	12	-5	-2	·	7	·	-6	6
33	COc1ccc(-c2c(C)n([O-])c3c([n+]2=O)CCCC3)c(OC)c1	-0.4	-17	-6	-1	-1	22	-1	-2	11	-7
34	CCCCNCCCOc1cccc(Cl)c1	0.0	-6	-3	-3	3	2	1	1	7	-5
35	COc1ccc(NC(=O)c2ccc(-n3cncn3)c([N+](=O)[O-])c2)cc1OC	4.3	·	-5	·	2	29	2	-1	11	·
36	Cc1ccc(C(=O)O)cc1S(=O)(=O)N1CCCC1	-1.1	-40	-5	-4	-2	-2	0	1	4	1
37	CCOc1ccc2[nH]c(=O)c(CN(CCc3ccccc3)C(=O)c3cnccn3)cc2c1	-0.1	3	-11	8	0	7	0	-1	15	5
38	COc1ccc(NC(=O)C(=O)NCC(c2ccco2)N2CCc3ccccc3C2)cc1 (stereo not drawn)	0.4	·	5	·	-1	4	0	5	12	·
39	Cc1nc(SCCC(=O)O)c2ccccc2n1	-0.2	7	-27	1	-7	45	2	-1	4	-3
40	CC1CCCCN1c1ncnc2ccccc12 (stereo not drawn)	0.2	-7	-38	4	-4	10	·	0	·	2
41	Cc1ccc(C2NC(=NCc3ccccc3)Nc3nc(C)cc(=O)n32)cc1 (stereo not drawn)	-0.1	-17	-9	-5	0	9	-14	2	-2	4
42	Clc1cccc(-c2nc(-c3ccccn3)no2)c1	-3.9	-71	93*	2	3	15	13	-5	32	57*
43	COc1cccc(Oc2cn[nH]c2-c2ccc(OCC(=O)NN)cc2O)c1	1.5	-27	-10	-3	-1	46	12	2	20	0
44	COc1cccc(OC)c1C(=O)NC(=S)NCc1cccnc1	-0.1	-17	9	4	1	16	-4	-3	-2	3
45	Cn1c(CNc2ccc(O)cc2)nc2ccccc21	1.3	-74	-55	0	1	2	17	-1	17	-3
46	O=C(CCSc1ccccc1)N1CCN(c2ccccc2)CC1	1.1	-59	-137	-8	-2	21	13	-1	20	-6
47	Nc1nn2c(C(F)(F)F)cc(=O)[nH]c2c1N=Nc1cccc(F)c1	-0.6	1	-16	2	0	24	12	-4	-4	1
48	Cn1nnnc1SCC(=O)NCc1ccc2c(c1)OCO2	0.8	-3	-3	10	-3	27	-1	-1	29	3
49	COc1ccc(N2CCN(C(=O)COc3ncnc4ccccc34)CC2)cc1	-0.9	-13	9	0	0	21	-11	3	8	1
50	COc1cc(Nc2c3c(nc4ccccc24)CCCC3)cc(OC)c1OC	0.1	16	0	22	·	13	26	0	35	-5
51	O=C(CSc1ncn[nH]1)OCN1C(=O)c2ccccc2C1=O	-0.3	-48	-2	-4	3	29	0	0	25	0
52	O=C1c2ccccc2NC(c2cccc(O)c2)N1Cc1ccco1 (stereo not drawn)	-0.4	-12	-13	0	14	17	7	-4	23	5
53	CC(C)=C(NC(=O)c1ccccc1)C(=O)NCCc1nc2ccccc2[nH]1	0.1	-23	-13	2	-7	12	5	0	8	2
54	Cc1ncc(CSc2nnnn2-c2ccccc2)c(N)n1	-0.4	-2	15	3	3	9	-29	-3	-38	3
55	CCCCCCCC(=O)N/N=C(/C)c1c(O)cc(C)oc1=O	0.0	-16	20	1	-5	33	-2	-1	-2	0
56	CCc1nnc(NS(=O)(=O)c2ccc(NC(=O)COc3ccc4ccccc4c3)cc2)s1	0.6	-20	7	-2	3	25	16	1	-6	-3
57	Cc1onc(-c2ccccc2)c1C(=O)N1CCN(C(=O)c2ccco2)CC1	-0.6	-33	28	-2	-1	-1	-5	1	-11	-2
58	COc1cccc(N2CC(O)=C(c3nc4ccccc4c(=O)[nH]3)C2=N)c1	-0.3	48	-4	51*	4	14	0	0	-10	-2
59	CN(CC(=O)NCCc1ccccc1)S(=O)(=O)c1cccs1	·	-19	·	6	-5	15	·	1	·	-3
60	CC(C)c1ccc(NC(=O)C2C3C=CC4(O3)C2C(=O)N(CCCN2CCCCC2)C4C(=O)NC2CCCCC2)cc1 (stereo not drawn)	-0.2	-5	-1	-3	0	22	-3	3	-1	5

# Shown screen by screen: two of the compounds above
44	COc1cccc(OC)c1C(=O)NC(=S)NCc1cccnc1
22	Cc1ccc(OCCn2c(=O)cnc3ccccc32)cc1
Assay by compound,44,22
HIF activator,-0.1,1.1
KLF5 inhibitor,-17,-15
aSyn UTR inh,9,-25
IEC-6 cytotox,4,12
GSK3 alpha inh,1,-1
AI-2 QS modul,16,14
HSF1 inh,-4,6
GSK3B inh,-3,-7
HSF-1 act,-2,-16
HSP90 inh,3,4

# Next results follow.
entry	smiles	HIF activator	KLF5 inhibitor	aSyn UTR inh	IEC-6 cytotox	GSK3 alpha inh	AI-2 QS modul	HSF1 inh	GSK3B inh	HSF-1 act	HSP90 inh
61	Nc1nc2n(n1)C(c1ccco1)CC(c1ccccc1)N2 (stereo not drawn)	0.0	-11	1	3	1	35	-4	2	-15	1
62	CCOc1ccc(NC(=O)c2sc3nc(N4CCOCC4)c4c(c3c2N)CC(C)(C)OC4)cc1	-1.1	-17	-7	-6	1	10	-8	5	-4	1
63	CC(C)(Cc1ccc(O)cc1)NC(=O)c1ccccc1	-15	-30	4	-7	6	18	0	1	7	-1
64	COc1ccc(NC(=O)CSc2nc3ccccc3c(=O)n2CCCN2CCOCC2)c(OC)c1	-0.4	-12	-2	-5	·	12	1	5	10	-3
65	O=C(Nc1nnc(SCC(=O)N2CCCCC2)s1)c1cccs1	-0.1	-31	-3	-4	-3	55	-1	-4	-7	-2
66	CCN(CC(=O)NCc1ccc(Cl)cc1)C(=O)c1ccc2cc(OC)ccc2c1	-0.4	-2	-5	4	-3	20	12	-2	6	2
67	Cc1cccc(-n2c(SCc3cc(=O)n4c(C)cccc4n3)nc3[nH]ncc3c2=O)c1	0.1	-30	3	-3	2	12	-8	-1	-13	-1
68	COc1ccc(C(=O)NNC(=O)C2(C)CC2(Br)Br)cc1 (stereo not drawn)	0.2	-36	-11	-3	0	10	1	1	4	1
69	CCCn1cnc2scc(-c3ccc(C)cc3)c2c1=O	-0.3	-12	32	6	1	15	-7	2	1	2
70	CCOc1ccccc1/C=N/N1CCN(Cc2ccccc2)CC1	-10	-21	4	0	0	35	-4	2	-8	-2
71	C=CCn1nc2ccccc2c1OC	0.6	·	17	·	-4	0	3	-1	21	·
72	CC(C)CCSc1ncnc2c1oc1nc3c(cc12)COC(C)(C)C3	-0.4	-1	41	-1	·	3	7	2	-6	-8
73	CCCCc1nc2cc(C(=O)NCc3ccccn3)ccc2o1	-0.3	-46	26	-5	0	16	5	3	5	-5
